Screens (PubChem BioAssay)
Wnt bcat act – Wnt/beta-catenin pathway activators, primary screen, cell-based, plate reader, single point | 300,000 tested, 1.2% active | Wnt/beta-catenin reporter cell assay, activator | activation, % at 9.35 µM; in the data active = activation above about 30%, passing the limit was not always enough; inconclusive = no clear call, values can overlap the other calls;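 also: 0% = neutral control wells and 100% = positive control wells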
CAL PDZ FP-1 – CAL PDZ peptide-binding inhibitors, primary screen, biochemical, fluorescence polarization, Cer-tagged CAL PDZ, HTS | purified CAL PDZ, TMR-peptide fluorescence polarization, 1 h | inhibition, % at 20 µM | 330,000 tested, 0.02% active | AID 504414, 2011;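 active = highest replicate inhibition of at least 40%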;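 also: plate controls were DMSO neutral control wells for no effect and unlabeled competitor peptide control wells for full effect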
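Test system: purified CerCALP PDZ construct; Compound dosing: one concentration, 20 µM compound; Also added: TMR-labelled reporter peptide T*-PRC34 bound in PDZ groove; Read-out: inhibition from polarization loss; Controls: unlabelled peptide and DMSO controls; Signal: FP readout, S and P plane fluorescence; Incubation: 1 h at RT.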
Rtt109 Vps75 – inhibitors of C. albicans Rtt109/Vps75 HAT, primary screen, biochemical, ThioGlo CoA-SH fluorescence, plate reader | purified Rtt109/Vps75, 4 h | inhibition, % at 34.9 µM | Histone acetyltransferase RTT109 (Candida albicans (strain SC5314 / ATCC MYA-2876)), … | 330,000 tested, 0.16% active;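 active = inhibition of at least 50% in every replicate; inconclusive = best replicate reaches 50% inhibition but some replicates fall short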
Target sequence (Q5AAJ8 whole entry, looked up): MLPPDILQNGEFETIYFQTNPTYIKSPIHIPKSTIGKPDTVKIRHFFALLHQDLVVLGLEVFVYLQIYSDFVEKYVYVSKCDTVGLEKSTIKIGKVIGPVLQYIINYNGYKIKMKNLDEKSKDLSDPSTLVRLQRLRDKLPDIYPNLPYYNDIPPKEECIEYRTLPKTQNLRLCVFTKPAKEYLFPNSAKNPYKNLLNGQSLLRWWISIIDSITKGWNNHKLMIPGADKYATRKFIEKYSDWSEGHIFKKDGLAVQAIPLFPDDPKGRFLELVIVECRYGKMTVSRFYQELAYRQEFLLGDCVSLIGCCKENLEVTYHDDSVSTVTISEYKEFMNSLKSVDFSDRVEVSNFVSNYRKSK
CAL PDZ FP-2 – untagged CAL PDZ binding inhibitors, primary screen, biochemical, fluorescence polarization, HTS; Golgi-associated PDZ and coiled-coil motif-containing protein (Homo sapiens), Q9HD26; purified CAL PDZ, TMR-peptide fluorescence polarization, 1 h; inhibition, % at 24.9 µM; 300,000 tested, 0.92% active; AID 602252, 2012;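 active = mean inhibition of at least 30% with at least half of replicates also reaching 30%; inconclusive = no clear call, values can overlap the other calls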;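 also: 0% = DMSO neutral control and 100% = excess unlabeled competitor peptide PRC23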
dFosB act – activators of delta FosB homodimer, primary screen, biochemical, fluorescence polarization, TAMRA-CDK5 oligo, single point. activation, % at 25 µM. 340,000 tested, 0.99% active. AID 493131, 2011. purified delta FosB; percent of positive-control signal above neutral wells;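 active = mean activation above about 17%, with every replicate also reaching it, limit read from the data, passing the limit was not always enough; inconclusive = only one of the two conditions met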;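 also: fluorescence polarization rise as delta FosB binds a TAMRA Cdk5 AP-1 oligo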
Target sequence (P13346 whole entry, looked up): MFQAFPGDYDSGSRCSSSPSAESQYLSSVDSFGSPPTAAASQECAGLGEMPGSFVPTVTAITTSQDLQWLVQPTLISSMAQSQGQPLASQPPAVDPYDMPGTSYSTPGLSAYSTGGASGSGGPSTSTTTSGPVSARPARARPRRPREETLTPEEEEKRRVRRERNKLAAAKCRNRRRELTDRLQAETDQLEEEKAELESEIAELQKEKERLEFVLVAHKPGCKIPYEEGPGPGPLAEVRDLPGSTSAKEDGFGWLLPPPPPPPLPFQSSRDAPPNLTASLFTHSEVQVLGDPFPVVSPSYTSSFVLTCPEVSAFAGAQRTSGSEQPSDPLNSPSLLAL
Tat export inh – E. coli Tat export inhibitors, primary screen, MC4100, TorA-mCherry reporter, fluorescence, single point | inhibition, % at 10 µM | 340,000 tested, 0.036% active | AID 488895, 2010;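 active = mean replicate inhibition at least 50% and at least half of replicates individually reaching 50%; inconclusive = only one of the two criteria met; inactive = neither criterion met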;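 also: exported cargo escapes ClpAP degradation while cytoplasmic cargo is degraded and loses fluorescence; 0% = median of neutral control wells and 100% = median of NaSCN control wells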
CDK5 p35 inh – inhibitors of human CDK5/p35 kinase, primary screen, biochemical, single concentration | Cyclin-dependent kinase 5 (Homo sapiens) + Cyclin-dependent kinase 5 activator 1 (Homo … | Recombinant CDK5/p35, ADP-Glo luminescence, 60 min | inhibition, % at 10 µM | 330,000 tested, 0.01% active;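 active = highest replicate inhibition of at least 50% and at least 75% of replicates reaching 50%; inconclusive = only one of the two criteria met; inactive = both criteria failed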;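 also: plate controls were DMSO neutral control for no effect and GW8510 at 10 µM for full effect; many of its hits are not listed in these tables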
MITF TRPM1 HTS – activators of MITF-driven TRPM1 promoter reporter, primary screen, cell-based, SK-MEL-5, luciferase, single point; activation, % at 12.5 µM; 300,000 tested, 0.75% active; SK-MEL-5 TRPM1-promoter luciferase, 24 h; % of positive control, neutral wells = 0; AID 588334, 2011;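 active = mean activation of at least 80% with every replicate also reaching 80%; inconclusive = mean reaches 80% but some replicate falls short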;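 also: 0% = neutral control wells and 100% = parthenolide positive control wells; values of inactives mirror those of a sister screen read the other way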
RTF Ca sens act – cardiac RTF calcium sensitivity activators, primary screen, biochemical, IANBD-TnC fluorescence, EC20 calcium. Troponin I, cardiac muscle (Homo sapiens) + Troponin T, cardiac muscle (Homo sapiens) + …. IANBD-labeled TnC RTF fluorescence at EC20 calcium; 0% EC20 calcium, 100% full calcium. activation, % at 7.2 µM. 340,000 tested, 0.24% active. AID 493008, 2010;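 active = activation above the mean over all tested compounds plus 3 SD, cut at about 30% in these data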;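 also: rise in fluorescence read as greater calcium sensitivity of cardiac thin filaments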
V-ATPase pHluor – regulators of yeast V-ATPase proton pumping, primary screen, pHLuorin cytosolic pH fluorescence | response, % at 10 µM | S. cerevisiae | 350,000 tested, 0.37% active | AID 504577, 2011; in the data active = response mostly above about 7.3%, no sharp cut-off; inactive = mostly below about 5.4%; also: actives read high; inactives centre near 0; some compounds called inactive have numbers as strong as hits
* = called active by the depositor; ? = inconclusive; . = not tested or not shown.

SMILES	Wnt bcat act	CAL PDZ FP-1	Rtt109 Vps75	CAL PDZ FP-2	dFosB act	Tat export inh	CDK5 p35 inh	MITF TRPM1 HTS	RTF Ca sens act	V-ATPase pHluor
CN=C(c1ccco1)n1c(=S)nc(-c2ccco2)n(C)c1=S	0	-2.0	8	4	-3	-3	1.0	-8	-3	0
COc1cccc(-c2nnn(CC(=O)Nc3cc(OC)c(NC(=O)c4ccco4)cc3OC)n2)c1	-1	0.3	-1	-2	17*	5	-0.8	-12	1	-4
O=C(O)C[C@H]1c2ccc(C(F)(F)F)cc2S(=O)(=O)N1C1CCCCC1	-3	0.6	-6	-1	2	7	1.5	4	2	2
CN1C(=O)c2ccc(NC(=O)c3cccc(N4C(=O)CCC4=O)c3)cc2C1=O	17	-2.3	-5	-1	3	0	-7.5	-23	1	-1
COc1ccc(NC(=O)N(Cc2cc3cc(C)ccc3[nH]c2=O)CC2CCCO2)cc1 (configuration not stated)	-4	-0.8	-14	-1	-10	4	2.1	-6	1	-1
CSc1nc2n(n1)C(C)C1=C(CCCC1=O)N2 (configuration not stated)	-2	0.3	-1	-3	4	-10	0.4	-3	-1	1
C[C@]12CCC3C(CC[C@H]4CC(O)CC[C@]34C)C1CC/C2=N/O (some centres not stated)	1	.	1	-1	-19	3	0.3	9	4	5
CCOC(=O)C(Cc1ccnc2ccccc12)=NO	-1	-0.9	5	-3	3	-8	0.8	7	-5	1
O=C(CN1C(=O)CCSc2ccccc21)Nc1ccc(F)cc1	.	-1.7	-2	.	-6	-2	1.1	-13	-1	-2
COCCCNc1nc2c(-c3cccc(C(F)(F)F)c3)nnn2c2ccccc12	-1	-1.4	-9	.	-3	-2	-2.5	-12	10	1
C=CCN1CCN(C(=O)c2cc3c(s2)CCCC3)CC1	7	0.9	5	-5	0	4	0.4	2	-3	-2
NC(=O)c1ccc(NC(=O)CNCc2ccccc2Cl)cc1	-1	-2.2	2	-3	-9	2	-3.5	.	1	-3
COCCNC(=S)NCc1cccs1	-2	-0.7	0	.	-9	-10	-0.9	8	5	0
Cn1c(-c2cccc(Br)c2)cnc1NCc1cccnc1	.	0.1	2	0	-6	1	0.0	.	-2	0
COCCn1c(SCC(=O)N2CCCc3ccccc32)nc2ccccc2c1=O	.	1.2	2	-3	-12	11	-5.3	.	-3	-1
N#Cc1nc(-c2ccc(F)cc2)oc1NCc1ccccc1	-4	0.0	-4	-2	-1	-5	1.0	12	-4	-1
CN(C)S(=O)(=O)c1ccc(Cl)c(C(=O)Nc2ccccc2[N+](=O)[O-])c1	-17	0.0	-4	-6	-13	0	-1.5	-1	11	1
CC1(C)CC(=O)C(C(N)=NC(=O)c2ccc([N+](=O)[O-])cc2)=C(O)C1	1	-1.5	-5	-3	-7	-1	-0.9	6	2	-1
COc1ccccc1NS(=O)(=O)c1cccc(C(=O)NNC(=O)c2ccc(Cl)nc2)c1	-5	-0.8	3	.	3	-3	0.1	1	-2	1
COc1ccc(NC(=O)CSc2c3c(nc4ccccc24)CCCC3)c(OC)c1	-11	-1.2	27	.	-4	-3	-2.5	-12	1	2
O=C(C[n+]1ccc(/C=N/O)cc1)NC1CCCCC1	2	-0.9	21	17	8	0	-0.1	-13	2	0
NC(=O)C1CC(=O)N(c2ccc(OCC(=O)Nc3ccccc3F)cc2)C1 (configuration not stated)	34*	0.0	-12	-2	1	10	0.8	68	8	0
O=C(N/N=C/c1cc2ccccc2nc1Cl)[C@H]1C[C@@H]1c1ccccc1	-5	-2.7	4	-4	-21	3	-0.2	-5	2	2
O=C(CSc1cccc[n+]1[O-])Nc1cc2c(cc1Cl)C(=O)c1ccccc1C2=O	?	-0.2	-4	-1	2	-13	-6.6	13	0	0
O=C(Nc1cccc(F)c1)C1CCCN(c2cnccn2)C1 (configuration not stated)	0	-0.9	-12	.	-1	-3	0.8	-3	-3	0
COc1ccc(NC(=O)c2cc3c(s2)CCC(C)C3)cc1S(=O)(=O)N1CCOCC1 (configuration not stated)	.	-2.4	6	-8	-7	35	-0.8	-34	2	-1
COc1cccc(NC(=O)c2ccc3c(SCC(=O)O)c4c(nc3c2)CCCC4)c1	-1	-2.3	-8	-4	-12	?	7.4	-1	9	3
CCCC(=O)Nc1nc2ccc(NC(=O)c3ccccc3F)cc2s1	-4	-1.6	4	6	-10	-6	0.0	0	0	-2
COc1ccc2c(c1OC)OCC2C (configuration not stated)	-3	0.1	-21	9	-3	10	-2.1	-10	6	3
COc1cccc(NC(=O)CSc2nnc3ccc(-c4ccccn4)nn23)c1	-1	-1.7	-10	-6	-1	-4	0.7	2	-1	-4
Cc1ccc(S(=O)(=O)NC2CCSC2=O)cc1C (configuration not stated)	-2	-1.1	-2	-4	2	4	0.1	-13	2	3
CC1=Nn2c(nnc2C2CCCCC2)SC1	-3	-1.1	-10	-4	1	-6	-0.2	.	1	-2
O=C(c1nc2nc(-c3ccc(Cl)cc3)cc(C(F)(F)F)n2n1)N1CCOCC1	-2	-2.7	-3	-2	-5	-2	-1.2	.	0	2
Cc1cccc(NC(=O)CSc2nccn2Cc2ccco2)c1C	5	-2.3	11	11	-6	-6	1.2	37	0	-1
Cc1c(C)c2ccc(OCC(=O)N3CCN(C(=O)C4COc5ccccc5O4)CC3)cc2oc1=O (configuration not stated)	4	-2.7	6	-1	-4	-2	.	-6	-1	-1
CC(=O)c1ccc([N+](=O)[O-])c(CS(=O)(=O)c2ccc(Cl)cc2)c1	-1	-0.3	1	-2	1	2	-2.8	-4	-6	-3
COc1ccc2[nH]c(=O)c(CN(C(=O)C3CCCO3)c3ccc(C)cc3)cc2c1 (configuration not stated)	-1	-0.9	2	-4	-11	-10	0.3	-22	-3	0
Cc1ccccc1N1C(=O)c2cccc3cccc(c23)C1=O	0	-1.2	1	-2	-4	-2	-0.1	.	-2	-2
COc1ccc(C(C(=O)NC(C)(C)C)N(C(=O)CNC(=O)c2cccs2)c2ccc(C(C)C)cc2)cc1OC (configuration not stated)	4	-2.2	18	-4	-11	3	2.3	-10	2	-1
Cn1c(=O)[nH]c(=O)c2c1nc(NCCCn1ccnc1)n2Cc1ccccc1	-2	.	6	-4	3	-4	-0.7	-8	-3	-5
CN(C)c1nc(NCc2ccccc2)nc(SCC(=O)Nc2ccccc2Cl)n1	-1	-1.0	1	-2	5	16	-3.0	6	5	-1
COc1cc(-c2nc3ccccn3c2/N=C/c2cccc(F)c2)ccc1O	0	-3.0	-115	-7	1	1	0.2	17	-5	-1
CCCCn1c(SCC(=O)NCCOC)nc2ccc(N3CCOCC3)cc2c1=O	-10	-2.8	7	-5	-5	-1	-0.8	.	-3	-92
COc1ccccc1C(CNC(=O)C1CC(=O)N(Cc2ccccc2)C1)N1CCCC1 (configuration not stated)	-2	0.3	2	.	-4	7	1.3	0	2	-2
CCOc1ccc(CCNC(=O)c2nccnc2C(=O)O)cc1OCC	2	-1.7	2	-9	-1	3	-1.6	0	-1	1

Looked up by structure from the entries so far:
SMILES	Wnt bcat act	CAL PDZ FP-1	Rtt109 Vps75	CAL PDZ FP-2	dFosB act	Tat export inh	CDK5 p35 inh	MITF TRPM1 HTS	RTF Ca sens act	V-ATPase pHluor
CC(=O)c1ccc([N+](=O)[O-])c(CS(=O)(=O)c2ccc(Cl)cc2)c1	-1	-0.3	1	-2	1	2	-2.8	-4	-6	-3
CCOc1ccc(CCNC(=O)c2nccnc2C(=O)O)cc1OCC	2	-1.7	2	-9	-1	3	-1.6	0	-1	1

Going on with the list:
SMILES	Wnt bcat act	CAL PDZ FP-1	Rtt109 Vps75	CAL PDZ FP-2	dFosB act	Tat export inh	CDK5 p35 inh	MITF TRPM1 HTS	RTF Ca sens act	V-ATPase pHluor
Cn1c(SCC(=O)NC(=O)CN2CCCC2=O)nnc1-c1ccc(F)cc1	-1	-0.7	-22	-5	-2	-5	1.5	4	-1	-2
CCOc1ccc(C2NC(=O)c3ccccc3O2)cc1 (configuration not stated)	.	0.0	-1	0	-14	0	1.1	-3	5	-3
Cc1ccc(C(=O)Oc2ccc(C(=O)COC(=O)C3CC(=O)N(Cc4ccco4)C3)cc2)cc1 (configuration not stated)	.	-2.8	7	-2	-15	5	2.6	.	-9	7
CS(=O)(=O)c1ccccc1C(=O)N(CCc1ccccc1)Cc1ccccc1	-1	-2.6	1	-1	-5	3	-2.7	14	-2	-4
Cc1cc(Oc2ncccc2[N+](=O)[O-])c2cc(Cl)ccc2n1	0	-1.6	-6	-2	9	-2	1.6	.	-3	0
Cc1ccc(Sc2cnccc2C#N)cc1	-1	-0.1	1	2	-1	2	2.1	9	2	2
Cc1[nH]c2ccccc2c1/C=N/NC(=O)CNC(=O)c1ccc2c(c1)OCO2	-6	-1.7	-3	-1	1	9	-0.7	4	-6	-1
Clc1cccc2sc(N3CCCC3)nc12	11	-0.1	10	-6	4	1	-0.6	21	-4	1
O=S(=O)(Nc1ccc(Cl)cn1)c1cnc(Cl)c(Br)c1	3	0.3	-11	0	-7	1	1.1	-7	1	1
COc1ccc(C(C)(C)C)cc1NC(=O)COc1ccc(-c2nnco2)cc1	-3	-1.3	-1	-10	4	13	0.8	14	-7	-8
COc1ccccc1NC(=S)N(CCN1CCOCC1)Cc1ccccc1F	-1	0.0	-3	2	-2	-3	-2.3	-5	-2	6
CCCn1c(=O)c2ccccc2n2c(SCCOc3ccc(Cl)cc3)nnc12	-2	-3.4	4	-2	-18	7	2.3	-15	1	1
COc1cc(CC(=O)OCn2nnc3ccccc3c2=O)cc(OC)c1OC	0	-0.7	-2	4	2	2	0.2	1	1	1
CCOCCCNC(=O)C(NC(=O)CNC(C)=O)c1ccc(Cl)cc1 (configuration not stated)	.	-2.8	-4	6	-2	-9	0.2	-2	-3	-5
OC(COCC1COc2ccccc2O1)CN1CCN(c2ccc(F)cc2)CC1 (configuration not stated)	-3	-3.0	-2	0	-5	-1	-0.3	-3	-6	3
CCOc1ccc(-c2cc(C(=O)OC)nc3c2c(=O)n(C)c(=O)n3C)cc1	0	-1.1	-6	4	3	0	-2.3	12	0	-1
COC(=O)[C@]1(Cc2ccccc2)N[C@H](CN(C)C(=O)c2ccc(C)cc2)[C@@H]2C(=O)N(C)C(=O)[C@@H]21	-2	-0.1	13	-7	1	-15	0.3	12	-4	2
CCOC(=O)c1ccc(NC(=O)c2nc[nH]c2C(=O)N[C@@H](CC(C)C)C(=O)OC(C)(C)C)cc1	-14	-1.1	7	-1	-5	-5	0.2	-1	-9	-1
